High-throughput results from PubChem.
PLCg1 inh = blocks human PLC-gamma1 enzyme activity | inhibition, % at 12.2 µM | P19174 | AID 720700 | purified PLC-gamma1, fluorogenic substrate, fluorescence | 370,000 tested, 0.84% active; in the data active means inhibition above about 9.5%
ARFGAP1 inhibitor = rat ARFGAP1 inhibition; Q62848; Arfgap1-stimulated ARF1 GTP hydrolysis, GDP FP detection; inhibition, % at 16.5 µM; 360,000 tested, 0.26% active; AID 651572;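 active means inhibition above a per-plate limit, mean inhibition of low control wells plus 3 SD, cut at about 25% in these data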;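 further: 0% = DMSO wells with enzyme and 100% = wells lacking Arfgap1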
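material = rat Arfgap1 catalytic domain, aa 1-136 | also added = human ARF1(Δ1-17)-GTP substrate | compound dosing = one concentration, 16.5 µM, DMSO 1.26% | times = GTP hydrolysis reaction 2 h at 25 °C | measured by = FP, GDP Alexa 633 tracer displaced from anti-GDP antibody, 620/688 nm | evaluation = percent inhibition of Arfgap1-stimulated GTP hydrolysis | replication = single well per compound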
DDE Tn7 FP inh = inhibitors of Tn7 peptide binding to human fibrin DD(E); P02675; FP displacement of FITC-Tn7 peptide from fibrin DD(E); 0% = median of compound wells per plate; inhibition, % at 8.3 µM; 370,000 tested, 0.13% active; AID 720508;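 active means inhibition above the mean of compounds falling within the control limits plus 3 SD of them, cut at about 14% in these data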;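 further: 0% = plate median of compound wells and 100% = 10 µM Aha-Tn7 peptide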
Target sequence (P02675 whole entry, looked up): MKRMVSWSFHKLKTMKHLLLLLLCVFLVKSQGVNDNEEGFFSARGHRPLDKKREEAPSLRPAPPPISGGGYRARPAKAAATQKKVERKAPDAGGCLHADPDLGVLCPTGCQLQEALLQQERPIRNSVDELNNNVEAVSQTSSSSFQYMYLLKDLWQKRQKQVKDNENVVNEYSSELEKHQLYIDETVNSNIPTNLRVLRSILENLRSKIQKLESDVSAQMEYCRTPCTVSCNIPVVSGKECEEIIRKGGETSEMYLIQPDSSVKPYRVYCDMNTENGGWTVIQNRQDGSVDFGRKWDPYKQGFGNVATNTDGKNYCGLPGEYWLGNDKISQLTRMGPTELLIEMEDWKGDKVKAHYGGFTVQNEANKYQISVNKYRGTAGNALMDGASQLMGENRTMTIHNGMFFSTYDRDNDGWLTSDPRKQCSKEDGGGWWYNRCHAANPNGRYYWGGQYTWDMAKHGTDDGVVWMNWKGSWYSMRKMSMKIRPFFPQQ
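Assay system: Fibrin-DD(E) protein isolated from polymerized human fibrin clots; read-out basis: percent inhibition; medium: Tris/NaCl/CaCl2 buffer, pH 7.8; signal: FP measurement; incubation: 10 min plus 3 h, room temperature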
ADAM17 inh = inhibits human ADAM17 | recombinant ADAM17, EDANS/DABCYL FRET peptide cleavage | inhibition, % at 6.95 µM | 370,000 tested, 0.83% active;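 active means inhibition above the mean of compounds lying between control limits plus 3 SD, set per campaign, cut at about 8.5% in these data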;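 further: 0% = DMSO-only wells as the low control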
Target sequence (P78536 215-824 limits assumed): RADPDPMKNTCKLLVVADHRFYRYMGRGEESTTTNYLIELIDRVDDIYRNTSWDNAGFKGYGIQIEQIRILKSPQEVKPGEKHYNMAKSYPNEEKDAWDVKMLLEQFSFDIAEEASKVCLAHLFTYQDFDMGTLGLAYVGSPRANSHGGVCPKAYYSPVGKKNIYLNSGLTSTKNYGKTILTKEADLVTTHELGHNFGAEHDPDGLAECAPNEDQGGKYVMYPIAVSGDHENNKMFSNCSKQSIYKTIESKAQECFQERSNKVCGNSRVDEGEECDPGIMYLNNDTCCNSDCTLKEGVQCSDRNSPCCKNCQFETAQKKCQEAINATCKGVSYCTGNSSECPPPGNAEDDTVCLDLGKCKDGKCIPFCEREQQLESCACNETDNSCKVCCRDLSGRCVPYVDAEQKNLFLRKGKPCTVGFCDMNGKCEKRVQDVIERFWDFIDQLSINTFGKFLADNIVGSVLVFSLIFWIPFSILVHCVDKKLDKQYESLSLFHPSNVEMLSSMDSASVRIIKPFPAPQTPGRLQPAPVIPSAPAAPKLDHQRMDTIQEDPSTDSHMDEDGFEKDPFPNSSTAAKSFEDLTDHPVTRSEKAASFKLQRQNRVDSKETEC
LEDGF integ inh = blocks HIV-1 LEDGF/p75-dependent DNA integration; TR-FRET IN-LEDGF/p75 DNA integration, Eu/Cy5; inhibition, % at 3.7 µM; 370,000 tested, 0.64% active; AID 743269;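 active means inhibition above the screen-wide mean plus 3 SD, cut at about 13% in these data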;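 further: signal is the Cy5 over europium emission ratio at 671 and 618 nm; 0% = plate median of compound wells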
ASAP1 GAP inh = inhibitors of human ASAP1 ArfGAP activity. inhibition, % at 16.5 µM. 360,000 tested, 0.19% active. AID 624377. ASAP1-stimulated ARF1 GTP hydrolysis, GDP FP detection; in the data active means inhibition above about 25%;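 further: 0% = vehicle with enzyme and substrate and 100% = no enzyme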
ADAM10 inh = ADAM10 inhibition, QFRET primary screen; O14672; recombinant ADAM10, EDANS/DABCYL FRET peptide cleavage, 3 h; inhibition, % at 7 µM; 370,000 tested, 0.62% active; AID 720582;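 active means inhibition above a per-campaign cutoff equal to the mean of compounds falling between control-based bounds plus 3 SD, cut at about 20% in these data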;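 further: 0% = DMSO wells while the 100% control is not disclosed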
proKLK7 act = proKLK7 (human) activation, primary screen; P49862; purified proKLK7, EDANS-DABCYL substrate fluorescence; 100% is mature enzyme control, 0% vehicle; activation, % at 7 µM; 370,000 tested, 0.9% active; AID 652039;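 active means activation above the mean of all tested compounds plus 3 SD, computed per campaign excluding outliers beyond control limits, cut at about 13% in these data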
Tn6 DDE FP = DD(E)-Tn6 binding inhibition, primary FP screen | Fibrin DD(E) TRITC-Tn6 fluorescence polarization displacement | inhibition, % at 8.3 µM | 370,000 tested, 0.21% active | AID 720509;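 active means inhibition above a per-campaign cutoff: mean of compounds within control limits plus 3 SD, cut at about 15% in these data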;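 further: 0% = median of all compound wells on the plate and 100% = blocking peptide control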
TDP2 absorb = TDP2 (human) inhibition, absorbance primary screen; O95551; recombinant TDP2, T5PNP hydrolysis, p-nitrophenol absorbance 415 nm; inhibition, % at 12.8 µM; 370,000 tested, 0.34% active; AID 720702;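 active means inhibition above the mean of all tested compounds plus 3 SD, set per campaign, cut at about 25% in these data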;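 further: 0% = DMSO with enzyme and 100% = buffer with substrate but no TDP2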
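Assay system: Recombinant human TDP2 | Quantity: 120 nM TDP2 per well | Incubation: 2 h at 37 °C | Signal: Epi absorbance | Evaluation: Percent inhibition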
An asterisk follows results filed as active; i = inactive; x = no result given.

No.	molecule	ADAM17 inh	TDP2 absorb	Tn6 DDE FP	ADAM10 inh	LEDGF integ inh	DDE Tn7 FP inh	ARFGAP1 inhibitor	proKLK7 act	ASAP1 GAP inh	PLCg1 inh
1	O=C(Cc1ncc(C(F)(F)F)cc1Cl)NC1CC1	-4.1	12.2	-0.1	-27.1	-4.8	-4.5	0.8	-0.2	3.6	0.1
2	Cc1cc(N2CCN(C(=O)Oc3ccc([N+](=O)[O-])cc3)CC2)c2ccccc2n1	-0.2	-6.7	1.9	-6.5	-0.5	3.3	1.1	-0.2	2.3	0.5
3	Cn1nccc1-c1ccc(C(=O)Nc2cccc(NS(C)(=O)=O)c2)c2occc12	-4.8	-7.7	-0.9	-12.8	-1.1	-2.7	-1.1	-0.4	-0.9	4.5
4	Cc1cc2cc(C#N)c(N3CCOCC3)nc2cc1Cl	-18.7	6.9	8.3	-44.1	0.8	-2.0	2.3	-0.2	-1.7	-31.5
5	O=C1OC(c2cc(Br)c(O)c(Br)c2)c2ccccc21 (centres undefined)	-4.9	-18.8	-2.8	-4.5	0.4	-1.5	1.0	-0.6	11.4	0.9
6	Cc1cc(C)n(CC(C)NCc2cn[nH]c2-c2ccc(C)c(C)c2)n1 (centres undefined)	-1.8	0.8	2.3	2.0	-0.2	-7.0	-1.9	0.2	-9.4	0.4
7	CCn1nnnc1NCc1c(OC)ccc2ccccc12	-4.6	16.8	3.3	5.8	-2.7	9.2	-1.5	-0.7	-5.7	0.9
8	OC(COc1ccc(Cl)c2ccccc12)CN1CCN(c2ccccn2)CC1 (centres undefined)	1.9	-1.7	-5.8	15.3	0.4	0.0	3.2	-0.5	3.8	-0.3
9	CCCNC(=O)CS(=O)(=O)Cc1nc(-c2cccc(OC)c2)oc1C	-2.4	0.6	-3.8	-4.8	-3.7	0.2	10.8	1.0	-3.2	0.6
10	O=C(Nc1ccccc1)Nc1cccc2nsnc12	-2.0	16.7	-7.7	-0.5	1.4	-3.6	3.5	-0.2	14.2	-110.6
11	Cc1cc(=O)n(-c2ccc(O)cc2)[nH]1	-4.0	55.9*	-0.2	5.9	18.6*	6.5	-7.7	0.1	0.1	9.0
12	Cc1cc(CNC(=O)CCc2nnc(CCCCc3ccccc3)o2)nn1C	-4.2	6.8	1.1	3.3	4.1	2.6	-14.8	0.1	0.9	-0.8
13	C/C(=N\NC(=O)c1c(Cl)c(C)nn1C)c1cccc(NC(=O)COc2ccc(Cl)cc2)c1	-3.3	-6.2	1.1	-9.1	1.8	-0.3	2.5	0.2	5.0	0.3
14	COc1ccc2c(CN3CCN(c4ccc(Cl)c(Cl)c4)CC3)cc(=O)oc2c1	-13.2	4.1	-5.9	-42.5	-3.9	-2.3	9.2	-0.7	1.0	-10.5
15	COc1cc(OC)cc(C(=O)O/N=C(\N)c2ccncc2)c1	-4.3	4.2	-5.2	-5.7	-0.6	-1.1	-1.9	0.0	-8.0	-2.6
16	CC(C)OC(=O)CSc1nnc(-c2ccc(Cl)cc2Cl)o1	-4.0	1.0	5.7	-4.7	-0.6	-0.7	0.5	-0.3	-1.7	-0.3
17	O=C(/C=C/c1ccccc1)OCCCN=C1NS(=O)(=O)c2ccccc21	-0.3	4.1	-0.1	-1.3	0.2	1.6	3.7	0.6	-5.7	3.1
18	O=C(O)c1cccc2c1C(=O)N(C1CCCC1)C2	0.7	-4.9	13.4	0.5	-7.0	7.9	-8.3	0.0	5.5	-1.0
19	CC(C)NC(=O)NC(=O)CN1c2cccc3cccc(c23)S1(=O)=O	-44.5	1.7	6.5	-103.1	-1.4	-2.6	10.3	4.1	3.1	-129.3
20	Cc1c(C)c2ccc(OC(C)C(=O)NC3CCN(Cc4ccccc4)CC3)cc2oc1=O (centres undefined)	-121.4	9.4	-8.7	-429.0	0.6	-11.9	5.9	0.7	-2.3	-56.6
21	CC(C)(C)N=C1NC(=NC(C)(C)C)c2ccccc21	-6.0	-7.5	-5.8	-33.2	-0.5	-3.5	9.0	0.2	7.6	-16.4
22	COc1ccc(C(=O)CN2CC(C)SC2=Nc2ccc(Cl)cc2)cc1 (centres undefined)	5.3	-9.2	-3.9	10.5	1.9	-5.4	2.5	0.0	-7.7	4.9
23	O=C(NCc1ccc2c(c1)OCO2)C1CCN(S(=O)(=O)N2CCCCC2)CC1	-1.6	11.6	2.0	-2.8	-1.9	0.2	-12.2	0.2	-0.8	0.6
24	O=C(CC(=O)N/N=C/c1ccccc1O)NCc1cccnc1	-31.5	-15.0	-7.6	-97.2	-12.5	-3.6	-1.4	-103.8	4.7	-57.0
25	CCOC(=O)[C@H]1[C@H]2COc3ccc(Cl)cc3[C@@H]2N2C(=O)c3cc(OC)ccc3NC(=O)[C@@]12C	4.6	-8.7	-8.2	3.6	2.8	-4.5	-4.1	-0.4	17.9	8.7
26	O=C(/C=C\Nc1ccc(Br)cc1)c1cccnc1	-3.7	6.4	6.4	0.7	-2.7	1.5	1.4	0.1	-1.0	-23.3
27	CC(=O)c1cc2c(cc1F)C(C)(C)CCC2(C)C	2.9	-12.3	2.3	1.5	6.3	-8.9	1.4	-0.6	11.9	1.4
28	O=C(c1cc2nc(C3CC3)cc(C(F)(F)F)n2n1)N1CCCC1	-3.4	-3.3	3.0	-4.0	4.0	-1.4	-13.0	0.1	3.6	-11.1
29	NC(=O)C1CCN(C2CC(=O)NC2=O)CC1 (centres undefined)	-5.6	-0.5	-5.1	-6.6	2.6	4.1	8.3	-0.5	4.7	4.7
30	CC(OC(=O)c1ccccc1Oc1ccccc1)C(=O)NC1CC1 (centres undefined)	1.0	6.3	-1.4	3.7	3.8	3.9	9.4	-0.1	-6.0	2.3
31	CC/C(=N\NC(=O)c1ccc2c(c1)OCO2)C12CC3CC(CC(C3)C1)C2	0.8	-10.6	-4.3	2.2	-0.1	4.0	-0.4	0.6	-20.5	-0.3
32	COc1ccc(CN2C(=O)CSCC2=O)cc1OC	-1.6	-5.9	-6.7	-1.4	0.5	-1.9	-8.2	-0.8	2.4	3.8
33	O=C(Nc1ccc(F)cc1)c1ccc2nsnc2c1	-7.4	-0.9	2.3	-2.6	-2.2	-3.8	-1.3	0.8	-4.2	0.8
34	COc1ccc(N2C(=NC(=O)C3CCCCC3)SC3CS(=O)(=O)CC32)cc1Cl (centres undefined)	1.3	-7.3	-3.6	-8.6	2.8	-3.2	-7.5	0.9	3.3	2.9
35	COc1ccc(OCCN(C)Cc2ccccc2)cc1	-1.8	3.1	-4.8	10.2	2.4	0.0	13.1	0.2	16.5	1.9
36	CC(=O)Nc1ccc(-c2nc3ccc(NC(C)=O)cc3o2)cc1	-350.2	-5.7	-2.3	i	-4.3	1.1	-0.1	32.9*	-4.4	-361.6
37	CC(C)(C)C(=O)Cn1nc(Cl)nc1Cl	-3.2	10.5	9.2	-2.6	-0.3	3.3	11.2	0.2	8.9	0.6
38	Cc1ccc(NC(=O)CS(=O)CC(=O)NC2CCN(Cc3ccccc3)CC2)c(C)c1 (centres undefined)	-6.9	3.3	1.5	-6.8	4.6	6.2	-6.6	0.7	-9.3	-1.9
39	Cc1ccc(-c2nc3ccc(C)cn3c2Cc2ccccn2)cc1	-22.9	0.7	-8.8	-89.5	-3.6	-1.2	-8.6	0.6	3.7	-27.7
40	Cc1ccc2c(c1)C1(OCCO1)C(=O)N2	-3.7	7.4	-0.3	-0.3	-1.6	1.0	-2.0	-0.3	13.7	1.7

Entries of single compounds from above.
CC/C(=N\NC(=O)c1ccc2c(c1)OCO2)C12CC3CC(CC(C3)C1)C2 in the list: ADAM17 inh = 0.8; TDP2 absorb = -10.6; Tn6 DDE FP = -4.3; ADAM10 inh = 2.2; LEDGF integ inh = -0.1; DDE Tn7 FP inh = 4.0; ARFGAP1 inhibitor = -0.4; proKLK7 act = 0.6; ASAP1 GAP inh = -20.5; PLCg1 inh = -0.3
COc1ccc(CN2C(=O)CSCC2=O)cc1OC in the list: ADAM17 inh = -1.6; TDP2 absorb = -5.9; Tn6 DDE FP = -6.7; ADAM10 inh = -1.4; LEDGF integ inh = 0.5; DDE Tn7 FP inh = -1.9; ARFGAP1 inhibitor = -8.2; proKLK7 act = -0.8; ASAP1 GAP inh = 2.4; PLCg1 inh = 3.8

Next results follow.
No.	molecule	ADAM17 inh	TDP2 absorb	Tn6 DDE FP	ADAM10 inh	LEDGF integ inh	DDE Tn7 FP inh	ARFGAP1 inhibitor	proKLK7 act	ASAP1 GAP inh	PLCg1 inh
41	Cc1cccc(NC(=O)C[n+]2ccccc2)c1	-2.0	1.3	5.2	-0.6	-3.2	6.0	5.8	0.3	13.4	-0.6
42	Cc1nnsc1C(=O)N(Cc1ccccc1)C(C)C	-3.5	6.7	-1.3	-3.1	1.6	-4.9	2.2	-0.2	0.3	0.9
43	C=CCN1C(=O)[C@@H](CC(=O)N2CCCC2)[C@]2(C(=O)OC)CCCCC=C12	-0.3	6.1	5.7	-0.9	8.8	-7.5	x	-0.3	x	5.4
44	Cc1ccc(NC(=O)NC2CCCCC2)c(C)c1	2.7	-7.6	3.1	2.6	1.7	-1.8	-2.9	-0.1	-2.2	-0.6
45	Cc1cc(=O)oc2c3c(cc(OCC(=O)NCc4cccnc4)c12)OC(C)(C)CC3	i	-1.0	9.9	i	-4.6	-2.9	9.4	12.2	6.0	i
46	COc1ccc(NC(=O)C23CC4CC(C2)CC(n2cnc(Br)n2)(C4)C3)c(OC)c1	-1.3	3.8	4.8	8.1	-1.9	10.4	12.0	0.4	10.4	0.2
47	CCOC(=O)c1ccc(N2C(=O)Cc3ccccc3C2=O)cc1	-2.7	14.1	2.1	-16.4	0.8	-6.1	-8.6	0.9	-0.3	-14.6
48	CN1OC[C@@H]2CN(Cc3cc(Cl)cc(Cl)c3)[C@H](c3cccc(Oc4ccccc4)c3)C[C@@H]21	4.0	-11.7	0.8	7.4	5.7	-1.8	4.7	0.5	7.6	2.8

Exported screen by screen: three of the compounds above.
(28) O=C(c1cc2nc(C3CC3)cc(C(F)(F)F)n2n1)N1CCCC1
(29) NC(=O)C1CCN(C2CC(=O)NC2=O)CC1 (centres undefined)
(30) CC(OC(=O)c1ccccc1Oc1ccccc1)C(=O)NC1CC1 (centres undefined)

| assay / compound | 28 | 29 | 30 |
| --- | --- | --- | --- |
| ADAM17 inh | -3.4 | -5.6 | 1.0 |
| TDP2 absorb | -3.3 | -0.5 | 6.3 |
| Tn6 DDE FP | 3.0 | -5.1 | -1.4 |
| ADAM10 inh | -4.0 | -6.6 | 3.7 |
| LEDGF integ inh | 4.0 | 2.6 | 3.8 |
| DDE Tn7 FP inh | -1.4 | 4.1 | 3.9 |
| ARFGAP1 inhibitor | -13.0 | 8.3 | 9.4 |
| proKLK7 act | 0.1 | -0.5 | -0.1 |
| ASAP1 GAP inh | 3.6 | 4.7 | -6.0 |
| PLCg1 inh | -11.1 | 4.7 | 2.3 |

Compounds as they come; overall some 4.2% were active at least once.
